From PubChem BioAssay
DRD3 agonist: qHTS of D3 Dopamine Receptor Agonist: qHTS. D(3) dopamine receptor (Homo sapiens), P35462. D3R DiscoveRx beta-arrestin cells, luminescence, 90 min. max activation, %. hit rate 0.58% among 410,000. AID 652048, 2013; in the data active means max activation above about 30%; further: 0% is about no effect; mostly tested at two doses, the higher about 12 µM
Target sequence (P35462 whole entry, looked up): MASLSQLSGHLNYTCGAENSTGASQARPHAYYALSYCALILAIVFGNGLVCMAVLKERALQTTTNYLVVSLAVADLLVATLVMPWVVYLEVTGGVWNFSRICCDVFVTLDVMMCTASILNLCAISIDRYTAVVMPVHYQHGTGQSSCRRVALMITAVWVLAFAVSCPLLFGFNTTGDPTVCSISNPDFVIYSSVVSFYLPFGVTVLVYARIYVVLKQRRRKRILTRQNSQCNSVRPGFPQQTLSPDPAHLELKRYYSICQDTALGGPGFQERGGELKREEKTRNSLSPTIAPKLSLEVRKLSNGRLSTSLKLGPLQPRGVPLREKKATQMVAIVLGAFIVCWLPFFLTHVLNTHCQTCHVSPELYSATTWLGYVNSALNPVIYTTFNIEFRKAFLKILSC
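Cells at 1500/well, incubated overnight, then treated with pinned compounds (dopamine as control) for 90 min at 37 degrees C. DiscoveRx reagent added for 30 - 60 minutes at room temperature; luminescence read.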
CCT modulator: High-Throughput Screening for Modulators of Cytosolic Chaperonin Activity | activity change, % (test concentration not listed), hits read low | hit rate 0.3% among 360,000 | purified chaperonin ATPase assay, HTRF ADP detection, 30 min; in the data active means activity change below about -30%; further: on the % scale 0 is the no-effect control and ±100 the full control effect
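TRiC at 40 or 20 nM final (batch-dependent) in 30 mM Tris pH 7.4, 100 mM KCl, 5 mM MgCl2, 1 mM DTT, with compound at single 76 uM and 10 uM ATP, 30 min at 37 deg C. ADP detected by HTRF Transcreener, 665/615 ratio.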
EPAC2 antag: qHTS for Antagonist of cAMP-regulated guanine nucleotide exchange factor 2 (EPAC2): primary screen | Rap guanine nucleotide exchange factor 4 (Homo sapiens), Q8WZA2 | EPAC2 GEF exchange of Rap1B-BODIPY-GDP, fluorescence | Potency, µM (titrated, usually from 114 µM), inactives show top-dose activity, negative = inhibition, actives largely listed as inhibitors | hit rate 0.18% among 360,000 | AID 720708, 2013; further: potency means the concentration at half of the fitted maximal effect; on the % scale 0 is the no-effect control and ±100 the full control effect; nearly all actives have a fitted effect of over 45% in size; many of its hits are not listed in these tables
DRD3 antagonist: qHTS of D3 Dopamine Receptor Antagonist: qHTS | D3R cells, DiscoveRx beta-arrestin luminescence, antagonist mode; stronger effect = lower value | max response, negative = inhibition, % | hit rate 2.5% among 360,000; in the data active means max response below about -50%; inconclusive means no clear call, values can overlap the other calls; further: on the % scale 0 is the no-effect control and ±100 the full control effect; mostly tested at two doses, the higher about 12 µM
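Cells plated overnight at 1500 cells/well, then exposed to library compounds with dopamine controls for 90 minutes at 37 degrees C. DiscoveRx reagent added for 30–60 minutes at room temperature; luminescence read, quantitative HTS format.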
pAkt inh: HTS Assay for Inhibitors of Akt Phophorylation: Primary Screen | hit rate 0.32% among 360,000 | Neuro2A IGF-stimulated pAkt S473 HTRF, 20 min; stronger effect = lower value | activity change, % for hits at 50 µM | AID 651550, 2012; in the data active means activity change below about -80%; inconclusive means mostly about -51% to -80%; further: on the % scale 0 is the no-effect control and ±100 the full control effect
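Single-point screen (50 µM final compound) in Neuro2A cells stimulated 20 min with 6 nM IGF at 37 deg C. After lysis, Ser473-phosphorylated Akt read by HTRF (ex 330 nm, em 615/665 nm) as the 665/615 ratio.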
MmCpn inh: Inhibitors of TCP-1 ring complex (TRiC) of Methanococcus maripaludis (MmCpn): qHTS. purified Mm-Cpn ATPase, ADP Transcreener TR-FRET. hit rate 0.031% among 330,000. Chaperonin Mm-Cpn (Methanococcus maripaludis). Potency, µM (doses to about 76.9 µM), inactives show at the top dose activity, negative = inhibition, actives largely listed as inhibitors; further: potency means the concentration at half of the fitted maximal effect; on the % scale 0 is the no-effect control and ±100 the full control effect; nearly all actives have a fitted effect of over 80% in size
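25 nM Mm-CPN + cpd, 10 min 37°C; + 10 uM ATP, 30 min 37°C; buffer 30 mM Tris pH 7.4, 100 mM KCl, 5 mM MgCl2, 1 mM DTT; Transcreener ADP HTRF detection 30 min RT.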
PTHR1 ag: qHTS for PTHR1 Agonists: Primary Screen; HEK293 GP2 PTHR1 cells, GloSensor cAMP luminescence, 1 h; hit rate 0.075% among 410,000; Parathyroid hormone/parathyroid hormone-related peptide receptor (Homo sapiens), Q03431; Potency, µM (doses to about 115 µM), for inactives: top-dose activation, hits mostly activators; further: potency means the concentration at half of the fitted maximal effect; nearly all actives have a fitted effect of over 55% in size; some results filed as inactive show a strong effect at the top dose; inactives centre near -15; many of its hits are not listed in these tables
Target sequence (Q03431 whole entry, looked up): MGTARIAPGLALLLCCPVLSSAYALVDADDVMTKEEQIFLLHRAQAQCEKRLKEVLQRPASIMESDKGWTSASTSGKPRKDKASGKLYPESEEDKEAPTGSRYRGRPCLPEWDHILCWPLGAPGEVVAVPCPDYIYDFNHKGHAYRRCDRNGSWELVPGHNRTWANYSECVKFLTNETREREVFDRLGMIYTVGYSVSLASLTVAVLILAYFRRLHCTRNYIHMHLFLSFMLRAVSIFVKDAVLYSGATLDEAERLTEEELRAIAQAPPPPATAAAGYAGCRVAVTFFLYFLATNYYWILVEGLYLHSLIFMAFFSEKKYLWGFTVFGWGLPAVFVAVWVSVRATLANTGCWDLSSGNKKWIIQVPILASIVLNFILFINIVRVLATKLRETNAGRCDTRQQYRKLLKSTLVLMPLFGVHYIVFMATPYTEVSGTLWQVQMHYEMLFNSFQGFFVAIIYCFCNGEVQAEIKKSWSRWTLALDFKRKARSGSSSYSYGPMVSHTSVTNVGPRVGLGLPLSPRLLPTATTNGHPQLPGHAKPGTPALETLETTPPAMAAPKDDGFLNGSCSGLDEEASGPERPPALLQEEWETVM
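HEK-293-derived GP2 cells expressing PTHR1 and a GloSensor cAMP reporter, 3,000/well, plated overnight, given luciferin plus IBMX (each 0.5 mM as added) for 1 h at 37 °C, then compound for 1 h at 37 °C. Luminescence was read after 15 min at room temperature.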
EPAC2 agonist: qHTS for Agonist of cAMP-regulated guanine nucleotide exchange factor 4 (EPAC2): primary screen; Potency, µM (top dose mostly 154 µM), for the others: at the highest dose activation, hits mostly activators; hit rate 0.079% among 360,000; AID 720711, 2013; EPAC2 activation, biochemical qHTS; response scale: 100% = 6.5 mM cAMP response; further: potency means the concentration at half of the fitted maximal effect; nearly all actives have a fitted effect of over 50% in size
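Fluorescence exchange assay: 100 nM EPAC2 with 250 nM RAP1B-BODIPY-GDP and 50 uM GDP; compounds tested as a concentration-titration series (qHTS). Loss of Rap1-bound BODIPY-GDP fluorescence read at 480/540 nm; data normalized to 6.5 mM cAMP.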
Active calls of the source: *; i = inactive; ? = inconclusive; / = no result given; [ ] = another dose, or the depositor's remark. Unless noted, the call rests on the fitted dose curve; in most records, active means well fitted curve in the direction sought with a large enough effect; inconclusive means small, poorly fitted or top-dose-only effect, or another doubt; inactive means no such curve, though single readings can be large; an effect the other way counts as inactive or inconclusive.

SMILES	DRD3 agonist	CCT modulator	EPAC2 antag	DRD3 antagonist	pAkt inh	MmCpn inh	PTHR1 ag	EPAC2 agonist
COCCNC(=O)C1(C)CCCN(C(=O)c2ccc(C(=O)OC)cc2)C1 (stereo not given)	-5	0.4	-3%	8	i	/	i	2%
CCOc1ccc(CCNC(=O)COC(=O)CCC(=O)c2cccs2)cc1OCC	0	-1.2	-16%	1	i	-2%	i	-1%
Cc1csc(C(=O)NN)c1N(C)C	-4	-1.2	1%	-1	i	1%	-8%	7%
O=C(COC(=O)COc1ccc(Cl)cc1Cl)NC1CCCCCC1	7	1.4	-13%	4	i	-4%	-32%[inhibitor]	15%
O=C(OCc1cc(=O)c(OC(=O)c2ccccc2)co1)c1ccccc1	2	-1.9	-1%	6	i	/	i	13%
O=C(CSc1ccccn1)N1CCN(C(=O)CSc2ccccn2)CC1	4	0.8	4%[57.1 µM]	10	i	-1%	i	-13%
COc1ccc(C(=O)CCC(=O)N2CCN(c3ccc([N+](=O)[O-])cc3)CC2)cc1	5	0.7	7%	-3	i	0%	i	10%
COc1ccc(NC(=O)Cn2c(=O)oc3cc(S(=O)(=O)N4CCCC4)ccc32)c(OC)c1	0	0.2	-6%	19	i	-2%	-63%[inhibitor]	18%
COc1ccccc1N1CCN(C(=O)C(=O)c2cccc([N+](=O)[O-])c2)CC1	3	/	8%	-7	i	/	-7%	12%
CC1Cc2ccccc2N1C(=O)COC(=O)c1ccc([N+](=O)[O-])o1 (stereo not given)	4	-4.4	-3%	?	i	-3%	-20%	-1%
C[C@H](CO)N1C[C@H](C)[C@@H](CN(C)C(=O)Nc2ccc3c(c2)OCO3)Oc2ccc(NC(=O)NC3CCCCC3)cc2C1=O	17	-2.2	17%	-19	i	0%	-13%	0%
O=C(Nc1cccc(NC(=O)c2cncc(Br)c2)c1)c1cncc(Br)c1	11	-25	1%	30	i	-4%	-57%[inhibitor]	-2%
O=C(O)Cn1c(=O)c2cccn2c2ccccc21	3	-1.7	-7%	-8	i	0%	-6%	7%
CC(=O)Nc1ccc(S(=O)(=O)NCCC(=O)OCc2csc(CC(=O)Nc3ccccc3C)n2)cc1	3	-0.3	-4%	1	i	-5%	-3%	9%
COc1ccccc1NC(=S)N(CCCN1CCOCC1)Cc1cccs1	-10	-3.2	1%	-8	i	1%	i	-2%
COc1ccccc1Cc1c(C(C)(C)C)nc2c3ccccc3ccn12	-16	0.3	3%	-25	i	/	-44%[inhibitor]	6%
Cc1n(CC(O)COC2CCCCC2)c2ccccc2[n+]1C (stereo not given)	-6	0.9	10%	-22	i	-2%	i	9%
CC[C@@]1(C(=O)OC)N[C@H](CN(C)C(=O)Nc2ccc(Cl)cc2)[C@@H]2C(=O)N(C)C(=O)[C@@H]21	5	-0.6	-7%	7	i	3%	i	1%
COc1cccc(NC(=O)COc2ccc(C(=S)N3CCN(C)CC3)cc2OC)c1	2	1.4	23%	2	i	-5%	i	10%
O=C(CCC1CCCC1)N1CCN(C(=O)c2ccco2)CC1	1	-2.1	1%	7	i	-1%	i	1%
COc1ccc(OCC(=O)NCCNC(=O)c2cccnc2)cc1	2	0.1	0%	-10	i	1%	-21%	4%
O=C1[C@H]2[C@@H](c3ccc(Cl)cc3)N3C(=O)N(c4cccc(F)c4)C(=O)[C@@]3(Cc3ccc(Cl)cc3)[C@H]2C(=O)N1C1CCCCC1	-8	-0.9	4%	-17	i	1%	-8%	3%
O=C(/C(=N/O)c1ccccc1)c1ccccc1	-1	0.4	?	-2	i	/	-30%[inhibitor]	12%
Cc1noc(C)c1COc1ccccc1C(=O)NC(C)c1ccc(F)cc1 (stereo not given)	6	1.0	-7%	0	i	/	i	-5%
CC(CNCCCn1ccc(NC(=O)OCc2ccccc2)nc1=O)c1ccccc1 (stereo not given)	-69	0.2	-1%	-51*	i	/	-9%	11%
COc1ccc(Cn2nnnc2C(c2cccs2)N2CCCCCC2)cc1 (stereo not given)	1	-1.0	-4%	11	i	1%	-18%	7%
COc1ccc(/C(O)=C2/C(=O)C(=O)N(CCCN3CCOCC3)C2c2ccc(C)cc2)cc1 (stereo not given)	7	-1.0	3%	-4	i	-5%	-4%	13%
Cc1ccc(-n2nc(C)c3c2OC(N)=C(C#N)C3c2cccs2)cc1 (stereo not given)	-1	-1.7	4%	13	i	-1%	-20%	0%
CCOC(=O)c1ccc(-n2ccnc2)c(NC(=O)c2cccc(Br)c2)c1	-3	-3.0	-4%	24	i	1%	-11%	5%
Cc1ccccc1Nc1nc(N)nc(CSc2nnnn2C)n1	-2	-3.1	7%	-11	i	-3%	5%	12%
O=C(Nc1cccc(Br)c1)C1CC(=O)N(C2CCCC2)C1 (stereo not given)	1	0.6	-2%	16	i	/	i	-1%
COc1ccc2oc(=O)c(N3C(=O)c4ccccc4C3=O)cc2c1	4	-2.0	-6%	3	i	-6%	?	11%
Cc1cnn(C(=O)c2oc3ccccc3c2C)c1	8	0.0	10%	-25	i	0%	?	-3%
CCc1c(O)nc(SCC(=O)Nc2c(C)cccc2C)n(-c2ccc(F)cc2)c1=O	5	-0.2	3%	4	i	/	i	-6%
COc1ccc2nc(SCc3cccnc3)c(C#N)cc2c1	1	-3.3	7%	7	i	-24%	-3%[57.5 µM]	3%
CSc1nnc2c3c4c(sc3nc(-n3nc(C)cc3C)n12)COC(C)(C)C4	-7	-3.3	-2%	-14	i	-1%	-2%	-4%
O=C(CNC(=O)c1ccccc1F)OCCCOC(=O)CNC(=O)c1ccccc1F	12	-1.4	-2%	7	i	0%	-11%	-4%
CCCc1cc(C(=O)Nc2ccc(C(=O)c3ccc(C)cc3)cc2)n(C)n1	1	2.2	-13%	47	i	-2%	-27%	15%
CC1=CC=CC2=NC(=O)CC(C)(C(=O)N(CC(=O)NC3CCCC3)c3ccccc3C)N12 (stereo not given)	1	0.8	3%	-12	i	-3%	i	-9%
CCc1nnc(NC(=O)C2CCCN(C(=O)c3ccc(Cl)cc3)C2)s1 (stereo not given)	-6	1.3	2%	?	i	1%	-15%	3%

Ordered by formula weight (ascending): part of the list above
SMILES	DRD3 agonist	CCT modulator	EPAC2 antag	DRD3 antagonist	pAkt inh	MmCpn inh	PTHR1 ag	EPAC2 agonist
Cc1cnn(C(=O)c2oc3ccccc3c2C)c1	8	0.0	10%	-25	i	0%	?	-3%
COc1ccc2oc(=O)c(N3C(=O)c4ccccc4C3=O)cc2c1	4	-2.0	-6%	3	i	-6%	?	11%
O=C(Nc1cccc(Br)c1)C1CC(=O)N(C2CCCC2)C1 (stereo not given)	1	0.6	-2%	16	i	/	i	-1%
CCCc1cc(C(=O)Nc2ccc(C(=O)c3ccc(C)cc3)cc2)n(C)n1	1	2.2	-13%	47	i	-2%	-27%	15%
CCc1nnc(NC(=O)C2CCCN(C(=O)c3ccc(Cl)cc3)C2)s1 (stereo not given)	-6	1.3	2%	?	i	1%	-15%	3%
CCc1c(O)nc(SCC(=O)Nc2c(C)cccc2C)n(-c2ccc(F)cc2)c1=O	5	-0.2	3%	4	i	/	i	-6%
CC1=CC=CC2=NC(=O)CC(C)(C(=O)N(CC(=O)NC3CCCC3)c3ccccc3C)N12 (stereo not given)	1	0.8	3%	-12	i	-3%	i	-9%

(continued)
SMILES	DRD3 agonist	CCT modulator	EPAC2 antag	DRD3 antagonist	pAkt inh	MmCpn inh	PTHR1 ag	EPAC2 agonist
Nc1nc(N)nc(-c2cc(C(F)(F)F)ccc2Cl)n1	4	0.3	-9%	25	i	2%	-75%[inhibitor]	6%
CSCC(=O)N1CCCC(CO)(Cc2ccccc2C)C1 (stereo not given)	-10	-0.1	-6%	-6	i	-3%	i	-2%
CCC(C)C1C(C#N)=C(N)OC2=C1C(=O)CC(C)(C)C2 (stereo not given)	-10	-22	6%	-3	i	1%	-7%	-2%
Cc1ccc(NS(=O)(=O)c2ccccc2F)cc1S(=O)(=O)N1CCCCC1	2	-0.6	?	12	i	0%	-29%	10%
Cc1ccc(NC(=O)n2ncc3c(C)cccc32)cc1F	0	0.3	0%	23	i	-1%	-62%[inhibitor]	11%
O=C(CSc1n[nH]c(=O)n1C1CC1)Nc1ccc(Cl)c(Cl)c1	-16	0.7	-2%	-16	i	0%	-2%	9%
CCN(CCCNC(=O)c1cc2c(-c3cccc(OC)c3)nn(C)c2s1)Cc1ccccc1	-20	-26	-9%	-54*	i	-2%	-21%	12%
Cc1ccc(C)c(NC(=O)CSc2nnc([C@@H](N)Cc3ccccc3)o2)c1	-29	1.1	11%	15	i	-1%	i	4%
NC(=O)C1=C[C@H](c2ccc3c(c2)OCO3)C[C@H](OCc2ccc(CO)cc2)O1	-6	-0.6	20%	-2	i	/	-24%	11%
CCCCn1nnnc1C(c1cc2ccccc2o1)N(C)Cc1ccc(Cl)c(Cl)c1 (stereo not given)	4	0.0	?	16	i	/	-7%	4%
COc1ccccc1CNC(=O)[C@H](C)NC(=O)[C@@H]1Cc2ccccc2CN1	-3	2.7	1%	0	i	-1%	19%	4%
COc1ccc(S(=O)(=O)Nc2cccc3c2O[C@H](CN(C)Cc2ccc(-c4ccccc4)cc2)[C@@H](C)CN([C@H](C)CO)C3=O)cc1	0	-1.5	-8%	10	i	0%	i	5%

Not all compounds are listed; rates above refer to the full screens.
